AmpC inh det = inhibitors of E. coli AmpC beta-lactamase with detergent | P00811 | purified AmpC, nitrocefin hydrolysis with detergent | Potency, µM (highest dose often 28.7 µM), inactives show top-dose activity change, negative = inhibition | 71,000 tested, 0.09% active; active means well fitted curve in the direction sought with a large enough effect
Target sequence (P00811 whole entry, looked up): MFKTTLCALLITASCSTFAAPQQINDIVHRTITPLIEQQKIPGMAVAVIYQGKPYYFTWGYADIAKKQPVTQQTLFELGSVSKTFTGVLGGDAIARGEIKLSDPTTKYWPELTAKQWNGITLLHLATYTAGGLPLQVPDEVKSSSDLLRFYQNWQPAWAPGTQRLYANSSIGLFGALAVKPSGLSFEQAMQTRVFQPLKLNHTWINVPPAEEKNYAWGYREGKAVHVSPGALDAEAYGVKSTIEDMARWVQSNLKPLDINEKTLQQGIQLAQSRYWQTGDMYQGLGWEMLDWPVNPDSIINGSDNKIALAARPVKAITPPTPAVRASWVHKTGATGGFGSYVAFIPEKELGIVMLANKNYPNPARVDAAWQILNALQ
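E. coli AmpC (5.3 nM) in 20 mM phosphate pH 7.0 with 0.01% Triton X-100, preincubated 15 min RT with compound; nitrocefin (2 uL of 800 uM stock) hydrolysis followed by 480 nm absorbance every 20 s over 4 min.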
Starred values were filed as active, the others as inactive; & = joins results of further samples; [ ] = another dose, or the depositor's remark. On the % scale 0 is the no-effect control and ±100 the full control effect; potency means the concentration at half of the fitted maximal effect. These rows are one share of the data; rates above refer to the full screens.

structure | AmpC inh det
Nc1c2c(nc3ccn(Cc4ccccc4)c(=O)c13)CCC2 | 0%
O=C(COC(=O)CCCc1c[nH]c2ccccc12)Nc1ccc2c(c1)OCO2 | 0%
CCOc1cc(NC(=O)c2ccco2)c(OCC)cc1NC(=O)Cc1cccc(OC)c1 | -6%
O=C(O)/C=C\C(=O)O | 10%
COc1cc(CN2CCN(S(=O)(=O)c3ccc(F)cc3)CC2)cc(OC)c1OC | 0%
COc1ccc2c(c1)CCc1c(C(=O)NCCCn3ccnc3)noc1-2 | -1%
O=C(Nc1ccc(Br)cc1F)C1CCN(c2nnc(-n3cccc3)s2)CC1 | 6%
N#CC1=C(SCC(=O)NC2CC2)NC(=O)C(C#N)C12CCCCC2 (stereo unspecified) | -1%
CCCCNC(=O)OCCNC(=O)NC | -1%
CCN1CCCC1Cn1c(-c2ccccc2)nc2c(NC3CCCCC3)nc(C)nc21 (stereo unspecified) | 12%
C/C(CC1(O)C(=O)N(C)c2ccccc21)=N\O (stereo unspecified) | 1%
CCOc1cc(N2CCOCC2)c(OCC)cc1NC(=O)COC(=O)CCc1c[nH]c2ccccc12 | 12%
CCC(NS(=O)(=O)c1ccc(C)cc1)C(=O)Nc1ccc(NC(C)=O)cc1 (stereo unspecified) | -4%
COc1cc2nc(N3CCN(C(=O)[C@H]4CCCO4)CC3)nc(N)c2cc1OC | 1%&-6%
O=C(c1cccc(F)c1)N1CCC2(CC1)CCN(c1ccccc1)CC2 | 0%
COc1cccc(C2C(C#N)=C(N)OC3=C2C(=O)CC(c2ccco2)C3)c1OCc1ccc(F)cc1 (stereo unspecified) | -5%
Cc1ccc(N2CCn3c2nc2c3c(=O)n(CCc3ccccc3)c(=O)n2C)cc1 | -2%
COCCn1c(=O)c(C)nc2cncnc21 | -1%
CCOc1ccc(-n2cc(C(=O)N3CCCCCC3)c3cc(OC)c(OC)cc3c2=O)cc1 | -5%
COc1ccc(CNC(=O)C2CC(=O)N(c3ccc(OCC(=O)N4C(C)CCCC4C)cc3)C2)cc1 (stereo unspecified) | -6%
Cc1cccc(CNc2ncnc3ccc(-c4ccoc4)cc23)c1 | 7%
COc1cccc(-n2nnc3c(=O)n(CC(=O)NCC4CCCO4)cnc32)c1 (stereo unspecified) | 7%
COc1ccc(C)cc1NC(=O)CN(c1ccccc1)S(C)(=O)=O | 5%
O=C(CCNS(=O)(=O)c1ccc(Br)s1)NC1CCCC1 | 7%
COc1ccc(-c2nc(CS(=O)CC(=O)N3CCc4ccccc4C3)c(C)o2)cc1 (stereo unspecified) | 12%
CC(=O)C1=C(N2CCCCC2)CCC1=O | -1%
O=c1c(CCc2ccccc2)nc2cnc(N3CCOCC3)nc2n1CCc1ccccc1 | -1%
Cc1ccc(CN2CCN(C(=O)C3CCCO3)CC2)cc1 (stereo unspecified) | -2%
O=C(Nc1cccnc1)c1cc2nc(C3CC3)cc(C(F)(F)F)n2n1 | 7%
NS(=O)(=O)c1ccc(NCc2cnc3ccccc3n2)cc1 | -2%[5.75 µM]
O=c1cc(-c2ccccc2)oc2cc(O)c(O)c(O)c12 | -4%&-4%
Nc1nc(N)c2nc(-c3ccccc3)c(N)nc2n1 | 8%
NCCC[C@@H](CC(=O)N[C@@H]1CCCC[C@H]1C(=O)N[C@H](CC(=O)N[C@@H](CCC(=O)O)CC(=O)O)Cc1c[nH]c2ccccc12)NC(=O)C[C@H](Cc1c[nH]c2ccccc12)NC(=O)[C@@H]1CNCC[C@H]1N | -4%
COC(=O)C1CCCN1C(=O)c1cccs1 (stereo unspecified) | -5%
CSc1nnc2c3ccccc3n(CCc3ccccc3)c2n1 | -3%
CCOC(=O)O[C@@H](C)OC(=O)[C@@H]1N2C(=O)[C@@H](NC(=O)[C@@H](N)c3ccccc3)[C@H]2SC1(C)C | -6%[12.8 µM]
CCN(CCNC(=O)C1CCN(S(=O)(=O)c2cccc3nsnc23)CC1)c1ccccc1 | -2%
Cc1cc(C)cc(NC(=O)CSc2nnc(CNC(=O)c3cccs3)o2)c1 | -2%
C=CCn1c(SCC(=O)N(CC)CC)nc(O)cc1=O | -2%
O=C(CN1CCOCC1)N1CCN(c2nnc(-c3ccccc3)c3ccccc23)CC1 | 0%
COc1ccc(CN(C2CCCC2)S(=O)(=O)c2ccc(-n3cnnn3)cc2)cc1 | 11%
COc1ccc(OC)c(S(=O)(=O)NCc2cn3ccsc3n2)c1 | -1%
O=C(Nn1cnnc1)c1cc2cc(Br)ccc2oc1=O | -4%
Cc1nc(SCC(=O)NCC2CCCO2)c2oc3ccccc3c2n1 (stereo unspecified) | -3%
O=C(NCCC1=CCCCC1)C1CCN(S(=O)(=O)c2cccs2)CC1 | 10%
CN1CCN(S(=O)(=O)c2ccc(-c3ccccc3)cc2)CC1 | -4%
CCCSc1nnc(Sc2nnnn2-c2ccccc2)s1 | 0%
COC(=O)N1CC(C)N(C(=O)OC)CC1C (stereo unspecified) | 7%
O=C(CN1C(=O)NC2(CCCc3ccccc32)C1=O)N1CCc2ccccc2C1 (stereo unspecified) | -3%
CCN(CC)CCNc1ccnc2cc(Cl)ccc12 | -2%
CCC(=O)Nc1nc(OC)cc(OC)n1 | -6%
CC1CCN(S(=O)(=O)c2ccc(NC(=O)Cn3nnc(-c4ccccc4F)n3)cc2)CC1 | -2%
CCn1c(CNc2ccc(C)cc2)nnc1SCC(=O)NCc1ccccc1 | -6%
O=C(Nc1ccccc1)NC1(C(=O)NCCCN2CCOCC2)CCCCC1 | -2%
CC1Cc2ccccc2N1C(=O)CSc1ncccc1C(=O)O (stereo unspecified) | -5%
COC(=O)c1ccc2c(c1)N(Cc1nc(-c3cccc(Cl)c3)oc1C)C(=O)C1CCCN21 (stereo unspecified) | 8%
Cc1nc2sc3c(c2c2nc(-c4ccco4)nn12)CC(C)(C)OC3 | -1%
COc1ccc(-c2nnc3sc(COc4ccc(C)cc4)nn23)cc1 | -3%
O=C(Nc1ccc2c(c1)OCO2)c1c(F)cccc1F | -3%
CCOC(=O)C1CCN(C(c2cc3c(C)ccc(C)c3[nH]c2=O)c2nnnn2C2CCCCC2)CC1 (stereo unspecified) | -3%

Further entries follow:
structure | AmpC inh det
Cc1ccc(N2CC(C(=O)Nc3cc(C)ccc3F)CC2=O)cc1 (stereo unspecified) | -3%
O=C(O)C1C2C=CC(C3CC23)C1C(=O)NCCc1ccccc1 (stereo unspecified) | 1%
CCCS(=O)(=O)NCCc1csc(-c2cccnc2)n1 | 11%
O=C(O)CCCCCN1C(=O)C(=O)/C(=C(/O)c2ccccc2)C1c1ccccc1 (stereo unspecified) | 5%
O=C(Nc1cccc(OC(=O)N2CCCCC2)c1)N1CCCCC1 | 13%
CCCOc1ccc(S(=O)(=O)NCc2ccc(OC)cc2)cc1 | -3%
Cc1cc(NC(=O)c2ccccc2)sc1C | 6%
CC(C)(C)OC(=O)N1CCC[C@H]1c1nnc(SCc2c(F)cccc2Cl)o1 | -1%
CC(=O)Oc1ccccc1C(=O)O | 9%&10%&1%
O=C1/C(=C/c2ccccc2)[C@@H](NC2CCCCC2)c2ccccc21 | -2%[5.75 µM]
COC(=O)c1ccc(OCC(O)CN2CCC(C)CC2)cc1 (stereo unspecified) | 9%
COc1ccc(CCNC(=O)C2CCN(S(=O)(=O)c3cnc[nH]3)CC2)cc1OC | -2%
C=CCc1ccc2c(c1)OCO2 | 10%
COc1ccc(-n2c3c(cc(C(=O)N4CCC(C)CC4)c2=O)C(=O)CC(C)(C)C3)cc1 | 12%
O=C(Nc1ccc(S(=O)(=O)N2CCC(C(=O)NC3CCCCC3)CC2)cc1)c1ccco1 | -2%
CCOC(=O)c1ccccc1NC(=O)CC1Nc2ccccc2NC1=O (stereo unspecified) | -2%
CCOC(=O)c1cc(OC(=O)c2cccs2)n(-c2ccccc2)n1 | -10%
CS(=O)(=O)N(CCc1ccccc1)CC(=O)NCc1cccnc1 | 14%
O=C(c1ccco1)N1CCN(C(=O)c2ccccc2Oc2ccccc2)CC1 | -4%
Cn1c(C(=O)O)c(CC(=O)Nc2ccccc2F)c2ccccc21 | -4%
CCc1nccn1S(=O)(=O)c1ccc(C)c(C)c1 | 1%
CCC1(CC)C(=O)N=C2c3ccccc3C(=O)N21 | 0%
CCN(CC)C(=O)Oc1ccc2c(=O)c(-c3ccccc3)coc2c1 | -3%
CCN1C(=O)C2C(c3cccc(F)c3)NC(CC)(C(=O)OC)C2C1=O (stereo unspecified) | -2%
Cc1ncsc1CCOC(=O)c1cccnc1 | -1%
Cc1cc(O)cc(O)c1C(=O)Cc1cscn1 | 8%
CC(=O)Nc1ccc(N)cc1 | 13%
CC(=O)c1ccc(N2CCN(C(=O)C3CCC3)CC2)cc1 | -2%
CN(C)CCCN=c1c2ccccc2n(C)c2[nH]c(=O)n(C)c(=O)c12 | -1%[5.75 µM]
Cc1ccc(N2C(=O)C3C4C=CC(C4)C3C2=O)cc1C (stereo unspecified) | -3%
CCN(CC)C(=O)CSc1nc2ccc(NC(=O)CSc3nccn3C)cc2s1 | -2%
COc1cc(C(=O)NCc2nnc(SCC(=O)Nc3cc(C)cc(C)c3)o2)cc(OC)c1OC | -4%
CCCCOc1ccc(C(=O)NCc2ccco2)cc1 | 8%
CCCn1c(SCC(=O)Nc2nonc2C)nnc1-c1ccoc1C | -2%
c1ccc(CNc2ccc3c(c2)ncn3C2CCCCC2)nc1 | 13%
c1ccc(CSc2nnc(-c3cccs3)n2Cc2ccco2)cc1 | -1%
CC(C)(C)NC(=O)NC(=O)COC(=O)Cn1c(C(F)(F)F)nc2ccccc21 | 12%
N#CC1=C(N)N=C(SCc2ccccc2)C(C(N)=O)C12CCCCC2 (stereo unspecified) | 16%
Cc1ccc(C)c(N2CCN(C(=O)C3CCCN(S(=O)(=O)c4c(C)[nH]c(=O)[nH]c4=O)C3)CC2)c1 (stereo unspecified) | 15%
CCOC(=O)C(C)c1n[nH]c(=O)c2ccccc12 (stereo unspecified) | -4%
C=CCn1c(O)c(C(CC)=Nc2ccccc2NC(C)=O)c(=O)[nH]c1=O | -2%
O=C1NC(c2cccs2)C(C(=O)c2ccccc2)C(O)(C(F)(F)F)N1 (stereo unspecified) | 1%
COCCNC(=O)c1c[nH]c2cc(OC)c(OC)cc2c1=O | -4%
CCCN(C/C=C\I)[C@@H]1CCc2cccc(O)c2C1 | 1%
CCOC(=O)CCc1n[nH]c(=O)[nH]c1=O | -1%
COc1ccc2[nH]cc(CCNc3cc(-c4ccccc4OC)ncn3)c2c1 | 10%
O=C(Cn1cc2c(n1)CCCC2)NCCCN1CCN(Cc2ccccc2)CC1 | 6%
C#CCNc1cc(C)nc2ncnn12 | 0%
O=C1CNC(=O)/C1=C\N1CCN(C(c2ccccc2)c2ccccc2)CC1 | -1%
CC1(C)C(c2ccccc2)=[N+]([O-])CN1O | 0%
CC(=O)Nc1c(C(=O)NCc2ccccc2)nnn1Cc1ccccc1 | -3%
Cc1c(C(=O)OC2CCC(C)CC2)[nH]c2c1C(=O)CCC2 (stereo unspecified) | 8%
Cc1ccc2nsnc2c1-n1c(C)nc2ccccc2c1=O | 12%
C/C(C[n+]1ccccc1)=N\N=C(N)N | -4%[5.75 µM]
Cc1ccc(C[N+](C)(C)C)o1 | 1%
CC1(C)OC(=O)C(=CNc2ccccc2F)C(=O)O1 | -5%
O=C(CN1CCOCC1)Nc1scc(-c2ccccc2)c1C(=O)N1CCOCC1 | -3%
CCOc1ccccc1NS(=O)(=O)c1ccc(Br)s1 | -5%
Cc1nc(NCc2ccco2)[nH]c(=O)c1CCC(C)C | -8%
CCOC(=O)c1c(C)[nH]c(C(=O)OCC(=O)Nc2cc(C)ccc2OC)c1C | -1%

Other compounds
structure | AmpC inh det
COC(=O)[C@@]1(Cc2ccccc2)[C@H]2c3cc(C(=O)N4CCCC4)n(Cc4ccc(C)o4)c3C[C@H]2CN1C(=O)c1ccccc1 | -4%
N[C@@H](Cn1ccc(=O)n(Cc2ccccc2C(=O)O)c1=O)C(=O)O | -4%
CCCNC(=O)CN(c1ccc(F)c(Cl)c1)S(C)(=O)=O | -2%
CCCCCCOC(=O)Sc1nc2ccccc2o1 | -2%
Cc1nn(-c2ccccc2)c2c1C(c1ccc3c(c1)OCO3)SCC(=O)N2 (stereo unspecified) | -1%
N=c1sccn1CC(=O)Nc1ccc(S(=O)(=O)N2CCOCC2)cc1 | 5%
COC(=O)/C=C(\C)NC(=O)c1cccs1 | -2%

From PubChem
